# Screening data deposited in PubChem BioAssay by National Center for Advancing Translational Sciences (NCATS).
# BRCA1 expr act: qHTS Assay to Identify Small Molecule Activators of BRCA1 Expression; MCF7-BRCA1-FFLuc reporter, luminescence, 48 h; response scale: scaled: vehicle 0%, 10 µM genistein 100%; Potency, µM (series often up to 46.1 µM), for the others: at the highest dose activation, actives largely listed as activators; 1.1% of 380,000 active; note: potency is the fitted concentration of half-maximal effect; nearly all actives have a fitted effect of over 80% in size; some results filed as inactive show a strong effect at the top dose
#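 Cells: MCF7-BRCA1-FFLuc, 2000/well. Exposure: 48 h, 37 °C, 5% CO2. Read: luminescence, 15 min post-substrate. Controls: genistein 10 microM (maximal activation), DMSO (neutral).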
# CXXC DNA block: qHTS Fluorescence Polarization Assay for Inhibitors of MLL CXXC domain - DNA interaction; MLL-CXXC / FITC-HOXA9 DNA fluorescence polarization; 0.037% of 290,000 active; Potency, µM (titrated, usually from 115 µM), without a hit: at the highest dose activity change, negative = inhibition, hits mostly inhibitors; Histone-lysine N-methyltransferase 2A (Homo sapiens), Q03164; active = well fitted inhibition curve with a large enough effect in the polarisation, with a control signal flat, not every such curve was filed as active; inconclusive = small, poorly fitted or top-dose-only effect, or effect the other way, or a change in a side signal; inactive = no such curve, though single readings can be large or run the other way; the % refers to the polarisation; note: potency is the fitted concentration of half-maximal effect
#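 Fluorescence polarization: 7 uM MLL-CXXC (stock) preincubated 5 min with compounds, then 50 nM fluorescein-HOX-A9 DNA (stock) added; 30 min ambient. Buffer 50 mM Tris-HCl pH 7.5, 50 mM NaCl, 1 mM DTT, 0.05% BSA.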
# p53 reactivator: qHTS assay for re-activators of p53 using a Luc reporter. AID 504706, 2011. H1299 p53-A138V BP100-luciferase reporter, luminescence, 24 h. Potency, µM (titrated, usually from 92.2 µM), without a hit: top-dose activity change, positive = activation, most hits filed as activators. 0.063% of 320,000 active; note: potency is the fitted concentration of half-maximal effect; % of control where 0% means no effect; nearly all actives have a fitted effect of over 45% in size
#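 H1299 (p53-null), stable ts p53-A138V + BP100-Luc; 1000 cells/well, Opti-MEM/10% FBS; cpd 4 pt, 1:5; 24 h, 37 deg C, 5% CO2; detection reagent 10 min RT; luminescence.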
# ELG1 DNA repair: qHTS screen for small molecules that inhibit ELG1-dependent DNA repair in human embryonic kidney (HEK293T) cells expressing luciferase-tagged ELG1 | HEK293T ELG1-luciferase reporter, luminescence, 16 h; DNA damage induced by 5-fluorouridine | AID 504467, 2011 | 2.3% of 330,000 active | Potency, µM (series often up to 46.1 µM), for inactives: top-dose activity change, negative = inhibition, hits mostly inhibitors; note: potency is the fitted concentration of half-maximal effect; % is set by controls: 0 for no effect and ±100 for the full control effect; nearly all actives have a fitted effect of over 55% in size
#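 In this reporter screen, reduction of luminescence relative to DMSO vehicle indicated activity. Compounds and 5-fluorouridine were added together to 2,000 cells per well, incubated for 16 hr at 37 °C, then developed with ONE-Glo.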
# A-T KAP1 phos: qHTS Assay for Identifying a Potential Treatment of Ataxia-Telangiectasia. Potency, µM (doses to about 57.5 µM), without a hit: top-dose activation, hits mostly activators. […] A-T fibroblasts, KAP-1 phosphorylation AlphaLISA; neocarzinostatin DNA damage 30 min before lysis. 0.19% of 320,000 active; note: potency is the fitted concentration of half-maximal effect; % of control where 0% means no effect; nearly all actives have a fitted effect of over 45% in size
#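 hTERT-immortalized A-T patient fibroblasts ([…]), 500 cells/well in OPTI-MEM, 1% FBS, got compounds for 60 min, then NCS for 30 min at 37C. Lysates were then assayed for phospho-KAP-1 by AlphaLISA (anti-pKAP1 donor, anti-KAP1 acceptor beads), 6 hr at 25C.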
# TCR act: Activators of T cell receptors: qHTS campaign; primary human leukocytes, anti-CD3, IL-2 HTRF, 48 h; Potency, µM (titrated, usually from 9.22 µM), without a hit: top-dose activation of IL-2 secretion, usual class: activators; 330,000 tested, under 10 active; note: % of control where 0% means no effect
#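 Primary human leukocytes were stimulated with a-CD3 beads plus compounds for 48 hr without co-stimulation; secreted IL-2 was quantified by HTRF using a-IL-2-K (europium cryptate) and a-IL-2-d2, excited at 320nm with acceptor emission read at 665nm.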
# Integrin act MD: qHTS for Activators of Integrin-Mediated Alleviation for Muscular Dystrophy | alpha7betagal myoblasts, beta-gal FDG fluorescence, 48 h | Potency, µM (series often up to 38.3 µM), inactives show top-dose activation, hits mostly activators | 0.064% of 350,000 active;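 note: potency is the fitted concentration of half-maximal effect; 100% = response of the positive control SU9516; nearly all actives have a fitted effect of over 60% in size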
#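 Alpha7betagal+/- myoblasts (passage 13) were plated 16-24 hr, then exposed to compounds (1:260 dilution of DMSO stock) for 48 hours at 37C. After MPER lysis, β-galactosidase reporter activity was read as FDG fluorescence (ex 480/em 540) after 30 minutes.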
# TSG101-PTAP inh: qHTS Assay for Iinhibitors of HIV-1 Budding by Blocking the Interaction of PTAP/TSG101; Tumor susceptibility gene 101 protein (Homo sapiens), Q99816; Fluorescence polarization, FITC-PTAP peptide / Tsg101 binding; Potency, µM (doses to about 115 µM), for the others: at the top dose activity change, negative = inhibition, hits mostly inhibitors; 340,000 tested, under 10 active; active = well fitted inhibition curve with a large enough effect in the main read-out, with a control signal flat, not every such curve was filed as active; inconclusive = small, poorly fitted or top-dose-only effect, or effect the other way, or a change in a side signal; inactive = no such curve, though single readings can be large or run the other way; note: potency is the fitted concentration of half-maximal effect; % of control where 0% means no effect
# Target sequence (Q99816 whole entry, looked up): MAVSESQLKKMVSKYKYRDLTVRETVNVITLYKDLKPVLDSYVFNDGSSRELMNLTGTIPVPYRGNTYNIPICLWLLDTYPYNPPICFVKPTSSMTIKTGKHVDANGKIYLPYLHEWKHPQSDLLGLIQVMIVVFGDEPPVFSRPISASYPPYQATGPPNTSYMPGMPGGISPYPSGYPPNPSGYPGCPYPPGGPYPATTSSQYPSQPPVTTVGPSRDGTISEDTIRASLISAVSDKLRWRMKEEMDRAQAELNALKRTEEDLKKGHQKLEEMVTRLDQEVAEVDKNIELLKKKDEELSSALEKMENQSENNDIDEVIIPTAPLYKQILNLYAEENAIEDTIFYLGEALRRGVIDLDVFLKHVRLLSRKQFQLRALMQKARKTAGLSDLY
#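 Fluorescence polarization binding of Tsg101 binding domain (10 uM final) to FITC-labeled PTAP peptide (50 nM final) in HEPES pH 7.5 buffer with NaCl, Tween 20, EDTA, TCEP. Compounds added before peptide; binding 20 min at RT.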
# B2AR arrestin: qHTS assay of beta-arrestin-biased ligands of beta2-adrenergic receptor. Beta-2 adrenergic receptor (Homo sapiens), P07550. beta-arrestin recruitment to beta2AR, cell-based reporter. Potency, µM (doses to about 46.1 µM), for the others: at the top dose activation, actives largely listed as activators. 0.02% of 330,000 active. AID 492947, 2010;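 note: potency is the fitted concentration of half-maximal effect; 0% = DMSO controls and full agonism = EC100 isoproterenol or metaproterenol; nearly all actives have a fitted effect of over 65% in size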
# Target sequence (P07550 whole entry, looked up): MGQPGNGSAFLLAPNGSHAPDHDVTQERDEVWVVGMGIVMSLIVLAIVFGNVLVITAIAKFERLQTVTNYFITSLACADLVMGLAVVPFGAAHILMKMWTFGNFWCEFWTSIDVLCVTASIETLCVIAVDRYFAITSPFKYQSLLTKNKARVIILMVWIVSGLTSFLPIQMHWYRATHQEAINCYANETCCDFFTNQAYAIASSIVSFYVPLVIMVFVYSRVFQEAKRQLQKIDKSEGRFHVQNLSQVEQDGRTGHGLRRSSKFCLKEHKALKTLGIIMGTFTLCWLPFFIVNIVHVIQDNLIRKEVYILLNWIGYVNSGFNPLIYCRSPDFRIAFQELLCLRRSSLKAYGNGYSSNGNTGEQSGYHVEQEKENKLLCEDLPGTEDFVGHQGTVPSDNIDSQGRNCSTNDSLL
# TRPV1 agonist: HTS Assay for Compounds that Act as Agonists of the Vanilloid Receptor 1 | Transient receptor potential cation channel subfamily V member 1 (Homo sapiens), Q8NER1 | TRPV1-expressing cells, Fluo-8 calcium influx, agonist mode | activation, % at 8.33 µM | 0.19% of 320,000 active | AID 540275, 2011; in the data active = activation above about 80%; inconclusive = between about 30% and that limit; note: 0% is about no effect
#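 Cells expressing TRPV1 were dye-loaded with Fluo-8 and read kinetically: 10 s baseline, 3 min after compound (agonist portion), then 2 min after EC20 capsaicin (allosteric enhancer portion). Calcium-bound dye fluorescence at 480/520 nm.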
# Numbers without * were called inactive; ? = inconclusive; . = no result given; & = joins results of further samples; [ ] = remark or other dose. Unless noted, calls come from the whole dose curve; as a rule, active = well fitted curve in the direction sought with a large enough effect; inconclusive = small, poorly fitted or top-dose-only effect, or another doubt; inactive = no such curve, though single readings can be large; an effect the other way counts as inactive or inconclusive.
SMILES,BRCA1 expr act,CXXC DNA block,p53 reactivator,ELG1 DNA repair,A-T KAP1 phos,TCR act,Integrin act MD,TSG101-PTAP inh,B2AR arrestin,TRPV1 agonist
CC(=O)Nc1ccc(S(=O)(=O)NCCc2ccc(S(N)(=O)=O)cc2)cc1,6.5%,-2.1%,-2.1%,?,.,1.3%,9.0%,-2.9%,0.5%,-1.5
CCOC(=O)c1c(-c2ccc(C)o2)csc1NC(=S)NC(=O)c1ccccc1Br,-89.7%,7.0%,22.4%,?,-2.0%,.,-9.9%,.,0.0%,1.8
CCOC(=O)c1c(NC(=O)C2COc3ccccc3O2)sc(C)c1C (stereo unspecified),-13.4%,6.9%,9.9%,1.2%,2.9%,7.5%[46.1 µM],27.4%,1.4%,-0.5%,1.2
O=C(CC(=O)NC1CCCCC1)N/N=C/c1cccc2ccccc12,-25.6%,7.5%,-2.2%,1.7%,2.4%,0.7%,17.9%,-7.4%,0.0%,0.5
CCc1ccc2c(c1)c1nnc(NN)nc1n2CC,-84.7%,10.9%,-34.7%[inhibitor],16.4µM*,-0.3%,2.7%[46.1 µM],-33.3%,1.5%,-0.6%,1.4
Cc1cnc(C(=O)Nc2ccccc2C(=O)N2CCOCC2)cn1,-10.7%,-1.2%,4.7%,?,7.7%,6.6%,4.4%,1.3%,0.0%,-0.3
COC(=O)c1cccc(NC(=S)NCCC2=CCCCC2)c1,14.8%,7.6%,-1.3%,?,17.4%,-2.5%,-41.8%,-5.6%,0.7%,-0.1
COC(=O)C1(C)NC(c2ccccc2F)C2C(=O)N(c3ccccc3)C(=O)C21 (stereo unspecified),26.9%,-7.3%,14.9%,3.8%,-1.4%,0.8%,-10.2%,-2.9%,-0.1%,-2.7
Cc1cc2nc(SCCN3CCOCC3)[nH]c2cc1C,4.47µM*,-4.2%,?,?,2.1%,3.7%[46.1 µM],4.4%,-7.0%,-0.5%,6.3
CCCOc1ccc(C2/C(=C(/O)c3ccccc3)C(=O)C(=O)N2CCCN(C)C)cc1OC (stereo unspecified),1.8%,.,.,.,.,-0.3%,-8.0%,-4.3%,.,.
O=C(O)CSc1c[nH]c2ccccc12,-0.6%,-5.7%,8.0%,-2.5%,-2.6%,-3.3%,20.5%,-9.2%,-0.1%,1.1
CCN(C#N)c1nc(N(C)C)nc(N(C)C)n1,0.9%,4.8%,3.3%,14.4%,8.2%,-1.7%,10.8%,-5.6%,0.0%,4.6
Cc1cc(C)c2c(=O)n(CC(=O)Nc3cccc(Cl)c3C)sc2n1,-7.9%,4.0%,-7.6%,?,-11.5%,2.3%,-50.3%[inhibitor],-0.4%,-1.2%,?
CCOC(=O)CNC(=O)CSc1nc(-c2ccccc2)ns1,0.7%,3.4%,0.9%,5.4%,-0.2%,0.0%,12.6%,-2.9%,-1.4%,0.8
CCc1ccc(C(=O)COC(=O)c2cccnc2Cl)cc1,12.6%,-0.7%,?,13.1%,-2.4%,-2.0%,-0.5%,0.9%,-0.8%,28.2
COc1cccc(N2CC(C(=O)Nc3nnc(SCC(=O)NCC4CCCO4)s3)CC2=O)c1 (stereo unspecified),0.3%,-10.0%,0.0%,-2.2%,2.4%,-3.7%,-21.6%,0.0%,0.3%,0.7
Cc1ccc2oc(-c3cccc(NC(=S)NC(=O)/C=C/c4ccco4)c3)nc2c1,-63.0%,4.4%,9.4%,?,-2.9%,-2.6%,-28.1%,-3.7%,-0.3%,9.9
COc1cccc(C2N(c3cccc(Cl)c3)C(=O)C3CCCN32)c1OC (stereo unspecified),0.0%,7.5%,-2.0%,-0.6%,4.8%,-9.9%,-2.0%,0.3%,-0.7%,8.1
COc1ccc(CC(C)N2CCN(c3cccc(C(F)(F)F)c3)CC2)cc1OC (stereo unspecified),-21.0%,0.1%,-1.0%,?,-5.4%,-0.9%,-17.8%,-3.1%,0.4%,7.6
O=c1[nH][nH]c2ccccc2c1=O,-11.1%,2.8%,-1.5%,22.4%,3.6%,-2.3%,0.1%,-7.8%,-0.2%,4.7
CCOC(=O)c1c(C)[nH]c(NC(=O)Nc2ccc(NC(C)=O)cc2)c1C,11.8%,7.8%,0.0%,-3.8%,-14.3%,8.7%,-1.4%,-0.3%,0.5%,-2.1
COc1ccc(Cn2c(CCC(=O)Nc3ccc(CC#N)cc3)nc3cccnc32)cc1,-19.9%,11.5%,-14.2%,5.4%,-0.9%,0.2%,-6.0%,-3.5%,-0.2%,?
C=CCOc1ccc(/C=C/C(=O)OCC(=O)NC2CCCCCCC2)cc1,3.0%,-3.2%,1.8%,23.8%,-3.2%,4.5%,13.9%,-5.4%,0.4%,-0.9
Cc1ccc(-n2c(C)nc3oc4ccccc4c(=O)c3c2=O)cc1,-25.6%,12.3%,?,0.0%,.,5.4%,0.8%,4.6%,-0.6%,-5.1
CCOC(=O)c1c(N)nn(C(=O)C(C)C)c1-c1ccccc1,-16.5%,-15.4%,-5.7%,-15.3%,23.8%,-6.9%,-7.9%,-3.1%,0.0%,.

# Next section:
SMILES,BRCA1 expr act,CXXC DNA block,p53 reactivator,ELG1 DNA repair,A-T KAP1 phos,TCR act,Integrin act MD,TSG101-PTAP inh,B2AR arrestin,TRPV1 agonist
CCOC(=O)C1CCCN(C(=O)COC(=O)C2=COCCO2)C1 (stereo unspecified),-8.9%,11.4%,-1.9%,-0.1%,7.3%,-0.9%,5.8%,-8.8%,-0.6%,-4.0
Cc1c(C)n(CCN(C)C)c2ccc(C(=O)OCCN(C)C)cc12,10.4%,-0.6%&1.6%,-2.0%,-12.2%,-0.3%,-0.4%,-35.5%[inhibitor],-6.0%,0.0%,-3.1
Cc1ccc(S(=O)(=O)N2c3ccccc3CC2C)cc1 (stereo unspecified),-30.9%,5.2%,5.8%,?,7.4%,-5.5%,-42.6%,0.3%,0.0%,4.7
Nc1nnc(N2CCCCCC2)s1,-1.2%,3.9%,1.6%,15.4%,-6.4%,-4.7%,-24.1%,-0.5%,-0.2%,-9.3
COC(=O)c1cn(CC(=O)Nc2ccc(OC)cc2)c2ccccc12,9.6%,28.4%,28.3%,-12.3%,1.5%,-5.9%,14.5%,-2.1%,-0.9%,0.7
CCC(C)C(=O)Nc1nc(C)c(-c2csc(Nc3ccc(Cl)cc3)n2)s1 (stereo unspecified),-45.7%,3.5%,-1.8%,8.2µM*,1.3%,-14.2%,-21.1%,-1.7%,-0.8%,0.2
CN(Cc1cccs1)C(=O)c1ccc(S(=O)(=O)N2CCCCC2)cc1,-10.1%,-0.4%,-5.5%,-9.1%,-7.7%,3.6%,20.1%,2.9%,0.0%,6.4
CSc1ccc(/C=C(/NC(=O)c2ccccc2)C(=O)NCCCn2ccnc2)cc1,-10.2%,17.8%,3.3%,-4.0%,6.2%,-10.9%,-36.4%,-6.4%,-0.8%,-0.5
CC1=C(C(N)=O)C(c2cccc(OCc3ccccc3)c2)n2nnnc2N1 (stereo unspecified),10.3%,-0.1%,-3.8%,-3.4%,0.4%,1.8%,-15.0%,-3.8%,0.3%,-0.9
Nc1ccn(Cc2cccc(F)c2)n1,8.3%,-1.0%,-0.7%,-11.3%,2.4%[11.5 µM],7.7%,-5.4%,0.7%,0.1%,-0.4
CCOc1ccc(NC(=S)c2ccncc2)cc1,-7.9%,13.0%,7.9%,23.0%,-5.2%,-2.6%[46.1 µM],-5.2%,-1.1%,-0.6%,?
CC(C)C(NS(=O)(=O)c1ccc2c(c1)oc(=O)n2C)C(=O)N1CCN(Cc2ccccc2)CC1 (stereo unspecified),-4.3%,2.5%,5.7%,-22.2%,27.5%,2.0%,1.0%,0.6%,0.0%,.
COc1cccc(N2CCN(c3ccc4nnc(CCC(=O)Nc5ccc(C)cn5)n4n3)CC2)c1,14.2%,-6.8%,3.7%,-19.7%,7.8%,-0.4%,-6.1%,-3.4%,-0.4%,-3.3
